Screening data (PubChem)
Growth percent in the NCI-60 one-dose screen (48 h, 10 µM unless noted): 100 = growth as untreated, 0 = no growth, -100 = all killed.
HL-60(TB) – HL-60(TB) leukemia cells | hit rate 9% among 78,000 | AID 1794776; active = growth percent below 10
* = called active by the depositor; & = joins results of further samples.

canonical_smiles | HL-60(TB)
O=C(CCCn1c(O)c(/C=C2\C=Nc3ccccc32)sc1=S)NCCc1c[nH]c2ccccc12 | 77.9
O=C(Cn1c(=O)sc2ccccc21)NNS(=O)(=O)c1ccccc1 | 95.9
N=C(N)c1ccc(-c2ccc(-c3ccc(Cl)cc3)o2)o1 | -53.5*
CC12CCC3C4(C)COC(c5ccc(Cl)cc5)OC4CCC3(C)C1CC(C1=CCOC1=O)O2 (configuration not stated) | 69.7
C=C1c2nc3ccccc3n2C=C(c2ccc(OC)cc2)N1Cc1ccccc1 | 80.0
COc1ccc(Nc2nn3c(SCC(=O)c4ccc(C)cc4)nnc3s2)cc1 | 86.0
CCOC(=O)C(F)C(=O)OCC | 103.5
O=C1/C(=C/c2cc3cc4c(cc3nc2Cl)OCO4)SC(=S)N1Cc1ccco1 | 96.9
CCSc1n[nH]c(=O)n1C | 87.6
Clc1ccc(CSC(Cn2ccnc2)c2ccc(Cl)cc2Cl)cc1 (configuration not stated) | -11.6*
O=C(c1cc2ccccc2cc1O)N1CCCCC1 | 84.1
CC(=O)c1ccc(S(=O)(=O)NCCNc2nc(Nc3ccc(F)cc3)nc(N(C)C)n2)cc1 | 97.6
COc1cc(OC)c(S(=O)(=O)NNC(=O)c2ccncc2)cc1C(=O)/C=C/c1cc(OC)c(OC)c(OC)c1 | 95.6
COc1ccc([N+](=O)[O-])cc1NS(=O)(=O)c1ccc(Cl)c([N+](=O)[O-])c1 | 68.4
CC(=O)N1N=C(c2nc3ccccc3[nH]2)CC1c1cc(-c2cc3ccccc3o2)n(-c2ccccc2)n1 (configuration not stated) | 94.6
Cc1ccc(Nc2ncnc3c2c(C)nn3-c2ccc([N+](=O)[O-])cc2)cc1 | 96.7
C=CCSC(C)(C)C(N)=O | 93.5
CCc1ccccc1-n1c(-c2cccs2)cc(-c2ccccc2)c(C#N)c1=O | 114.8
Cn1c(/C=C(\C#N)c2ccc([N+](=O)[O-])cc2)nc2c(N3CCOCC3)nc(Cl)nc21 | 103.6
NC(=O)c1cc([N+](=O)[O-])c(Cl)c([N+](=O)[O-])c1 | 20.1

(listing goes on)
canonical_smiles | HL-60(TB)
CC(C)CCO/N=C/c1ccccn1 | 126.8
CCCn1c(=O)c2c(nc(-c3cccc(OCCCCl)c3)n2C)n(CCC)c1=O | 106.7
O=S(=O)(c1ccccc1)c1nnc(Cc2ccc3ccccc3c2)n1CCCc1cnc[nH]1 | 75.9
CCOc1cc(/C=N\Nc2nnc(C)n2N)c(C)cc1N(CCCl)CCCl | -48.9*
Cn1cnc2cc(Cl)ccc21 | 109.7
COc1ccc(-c2cc(-c3ccccn3)[nH]c(=O)c2C#N)cc1 | 98.3
CCCCCCN(CCCCCC)C(C)C(O)c1ccc2cc(Br)c3ccccc3c2c1 (configuration not stated) | 111.9
Nn1c(Nc2ccc(S(=O)(=O)Nc3ncccn3)cc2)nnc(/C=C/c2c(O)ccc3ccccc23)c1=O | 86.1
O=P(NCc1ccccc1)(OCc1ccccc1)OCc1ccccc1 | 92.8
COc1ccc(S(=O)(=O)NC2C(O)C3(C)c4ccccc4C2(C)c2ccccc23)c(OC)c1 (configuration not stated) | 103.1
COc1cccc2c(=O)c3c(oc12)CCCC3 | 90.1
O=c1oc2cc(OS(=O)(=O)C3CC3)ccc2c2c1CCCCCC2 | 80.1
CN(C)Cc1cc(Cl)cc(CN(C)C)c1O | 91.3
CN(C)CCN(Cc1ccccc1)Cc1c(F)cccc1Cl | 88.9
COc1ccccc1C(C(C(=O)c1ccccc1)N1CCOCC1)N1CCOCC1 (configuration not stated) | 106.1
COc1ccc(OC)c2c1nc(N)c1c3ccccc3cn21 | 91.2
O=c1[nH]c2ccc([N+](=O)[O-])cc2[nH]1 | 102.3
CCOC(=O)c1cocc1C(=O)O | 80.9
O=C(/C=C/c1ccccc1)Nc1ncccc1OCc1cn(Cc2cccc(Cl)c2)nn1 | 105.2
C/C(=C\c1cc(C(F)(F)F)n(-c2ccc(N)cc2)n1)[C@@H]1C[C@@H]2O[C@]2(C)CCC[C@H](C)[C@H](O)[C@@H](C)C(=O)C(C)(C)[C@@H](O)CC(=O)O1 | 0.3*

Grouped by structure: the compounds so far with an aryl methoxy group (9)
canonical_smiles | HL-60(TB)
C=C1c2nc3ccccc3n2C=C(c2ccc(OC)cc2)N1Cc1ccccc1 | 80.0
COc1ccc(Nc2nn3c(SCC(=O)c4ccc(C)cc4)nnc3s2)cc1 | 86.0
COc1cc(OC)c(S(=O)(=O)NNC(=O)c2ccncc2)cc1C(=O)/C=C/c1cc(OC)c(OC)c(OC)c1 | 95.6
COc1ccc([N+](=O)[O-])cc1NS(=O)(=O)c1ccc(Cl)c([N+](=O)[O-])c1 | 68.4
COc1ccc(-c2cc(-c3ccccn3)[nH]c(=O)c2C#N)cc1 | 98.3
COc1ccc(S(=O)(=O)NC2C(O)C3(C)c4ccccc4C2(C)c2ccccc23)c(OC)c1 (configuration not stated) | 103.1
COc1cccc2c(=O)c3c(oc12)CCCC3 | 90.1
COc1ccccc1C(C(C(=O)c1ccccc1)N1CCOCC1)N1CCOCC1 (configuration not stated) | 106.1
COc1ccc(OC)c2c1nc(N)c1c3ccccc3cn21 | 91.2

Next entries.
canonical_smiles | HL-60(TB)
OC(C[n+]1ccc2ccccc2c1)c1ccccc1 (configuration not stated) | 92.5
Cc1ccc(NC(=O)Cn2c(O)c(N=Nc3ccc(S(N)(=O)=O)cc3)c3ccccc32)cc1 | 87.0
Cn1c(=O)c2[nH]c(C(O)C(O)C(O)C(O)CO)nc2n(C)c1=O (configuration not stated) | 100.0
CCCCC(C#N)c1ccccn1 (configuration not stated) | 97.3
Oc1[nH]c2ccccc2c1/C=c1/ccc2c(c1)N=C(c1ccc(F)cc1)N=2 | 96.8
Cn1cc(-c2csc(-c3cn(CCCN4CCOCC4)c4ccccc34)n2)c2cccnc21 | 70.9
CSc1ccc(SC2c3ccc(O)cc3Oc3nc(N)c(C#N)c(N)c32)cc1 (configuration not stated) | 51.1
N#Cc1c(-c2ccc(Cl)cc2)nc(SCc2ccc(F)cc2)nc1N1CCOCC1 | 96.5
Cc1ccc(-n2c(-c3ccccc3)c(-c3ccccc3)c3c(SCC(=O)n4[nH]c(N)cc4=O)ncnc32)cc1 | 101.6
COc1ccc(NC(=O)C(C)=O)cc1 | 95.9
COc1cc(/C=C/c2cc(/C=C/c3ccc(O)c(OC)c3)n(-c3ccc(F)c(Cl)c3)c(=O)n2)ccc1O | 90.9
O=C(Cn1cc(CSc2nc3ccccc3o2)nn1)Nc1ccccc1Cl | 106.6
COc1ccc(-c2c3c(cn2Cc2cccc(OC)c2)-c2oncc2CCC3)cc1 | 100.1
O=C(Cn1nnc([N+](=O)[O-])n1)c1ccccc1 | 38.0
Nc1ncnc2nc(Cl)[nH]c12 | 77.6
CCCn1c(=S)sc2c(Cl)nc(C)nc21 | 129.6
CC12CCC3C(CCC4CC(O)CCC43C)C1CC(CO)C2=O (configuration not stated) | 86.6
OC[C@H]1O[C@](O)(CO)[C@@H](O)[C@@H]1O | 90.3
CC(C)NC(C)Cc1ccc(O)c(O)c1 (configuration not stated) | 88.4
CCOC(=O)C1CN(C(C)(C)C)C(=O)C1=O (configuration not stated) | 104.0

Further results
canonical_smiles | HL-60(TB)
COc1cc(-c2nn(-c3ccc(NC(=O)CN4CCN(C)CC4)cc3)cc2-c2ccncc2)ccc1Cl | 95.7
CC1(C)OC2OC(C3COC(=O)O3)C(O)C2O1 (configuration not stated) | 73.4
COc1cccc(Cl)c1[N+](=O)[O-] | 83.4
Cc1cn[nH]c1 | 98.4&99.8
CC(=O)OCCNc1ccccc1 | 133.4
COP(C)(=O)c1ccc(N(C)C)cc1 (configuration not stated) | 104.2
CC[C@@H](C(=O)[C@@H](C)[C@@H](O)[C@H](C)[C@@H]1O[C@@H]([C@@H](CC)C(=O)OCC(F)(F)F)CC[C@@H]1C)C1O[C@]2(C=CC(=O)[C@]3(CC[C@@](C)([C@H]4CC[C@](O)(CC)[C@H](C)O4)O3)O2)[C@H](C)C[C@@H]1C (some centres not stated) | 84.2
CCOC(=O)c1sc(/N=C2\NC(=O)/C(=C/c3ccc(N4CCOCC4)cc3)S2)nc1C | 103.0
CC(=O)Nc1ccc(/C=C/c2ccc([N+](=O)[O-])cc2)cc1 | 58.0
ClCc1ccc(-c2ccc(Cn3cnc4nc(Cl)nc(Cl)c43)cc2)cc1 | -78.9*
O=C(Nc1ccc(Cl)cc1)c1ccc(Cc2n[nH]c(=O)c3cccnc23)cc1 | 97.0
COc1ccc(-n2nc(C(=O)Nc3ccc(C(F)(F)F)cc3)nc2-c2cc(OC)c(OC)c(OC)c2)cc1 | 82.3
COc1cc(C(=O)CCCl)ccc1O | 95.8
CCOC(=O)c1[nH]c(C)c([N+](=O)[O-])c1C | 94.2
Oc1ccccc1CNCCc1ccccc1 | 97.5
COc1ccc(/C=N/c2cc(C(C)(C)C)nn2-c2ccccc2)cc1 | 88.3
CC[C@]12CC(C(=O)OC)=C3Nc4ccccc4[C@@]34CCN(C14)[C@@H]1c3cc4c(cc3O[C@@H]1[C@H]2O)NC1=C(C(=O)OC)C[C@@]2(CC)C3N(CC[C@@]143)C[C@H]1O[C@H]12 (some centres not stated) | -1.1*
C/C(O)=C(/N=Nc1ccc(-c2nc3ccc(C)c(S(=O)(=O)O)c3s2)cc1)C(=O)Nc1ccccc1 | 128.2
COc1cccc(N2CCC(=O)NC2=S)c1 | 99.5
O=C(CSc1nc2ccccc2[nH]1)Nc1ccc(F)cc1 | 94.7

Looked up by compound from the list above:
canonical_smiles | HL-60(TB)
COc1cccc(Cl)c1[N+](=O)[O-] | 83.4
CC1(C)OC2OC(C3COC(=O)O3)C(O)C2O1 (configuration not stated) | 73.4

(continued)
Compound	HL-60(TB)
CC(=O)OCC1OC(n2cnc3c(=O)[nH]cnc32)C(OC(C)=O)C1OC(C)=O (configuration not stated)	98.8&95.4
O=C(O)c1ccc(-n2cc(CNc3ccc(CCO)cc3)c(-c3ccccc3)n2)cc1	98.6
COc1ccc(C2CC(n3ccnc3)c3cc(OC)c(OC)c(OC)c32)cc1O (configuration not stated)	83.6
O=C(O)c1cc(N=C2C=CC(=C(c3ccccc3)c3ccc(Nc4ccc(Cl)c(C(=O)O)c4)cc3)C=C2)ccc1Cl	94.5
CC(=O)OCC1OC(n2ccc(=O)[nH]c2=O)CC1N=[N+]=[N-] (configuration not stated)	86.9
COc1ccc2c(=O)c(C(=O)O)c[nH]c2c1	94.4
COc1ccc(Nc2nc(/N=C/c3ccc(Cl)cc3)n[nH]2)cc1	84.9
O=C(O)c1cn(C2CC2)c2cc(N3CCN(C(=O)N4CCOCC4)CC3)c(F)cc2c1=O	90.3
CCOC(=O)c1ccc(NC(=S)NC(=O)c2ccc(NC(=O)C(C)C)cc2OC)cc1	46.3
Brc1ccc(-c2cnc3nonc3n2)cc1	19.6
CN1CCCN(Cc2ccc(C(=O)Nc3cccc(Nc4ccc5c(O)cccc5n4)c3)cc2C(F)(F)F)CC1	-7.9*
S=C(SCc1ccc(Cl)cc1)N1CCN(C(=S)SCc2ccc(Cl)cc2)CC1	89.6
C=CC(O)CCCCC (configuration not stated)	94.4
Clc1ccc(Cl)c(N=Cc2ccc3c(c2)OCO3)c1	101.6
CC(=O)Oc1ccc(C2OC(c3ccc4ccccc4c3OC(C)=O)=NN2C(C)=O)c(OC(C)=O)c1 (configuration not stated)	-30.7*
c1ccc2c(NCCc3c[nH]c4ccccc34)c3ccccc3nc2c1	56.9
COc1ccc(S(=O)(=O)N(C(C)=O)c2ccccc2/C=C/c2cc[n+]([O-])cc2)cc1	-27.6*
NS(=O)(=O)CCC1CCCCC1	63.7
O=c1[nH]nc(-c2ccccc2)c2c(-c3ccccc3)onc12	-34.0*
COc1cc(Cn2ccc3c2-c2oncc2CC3)cc(OC)c1	16.6

(more compounds)
Compound	HL-60(TB)
N#Cc1ccc2ccccc2c1	99.1
CN(C)c1ccc(/C=N/NC(=O)COc2ncnc3sc4c(c23)CCCC4)cc1	106.5
CCCCCCCCCCCCCCCCCBr	102.7
COc1ccc(S(=O)(=O)N(C)C)cc1N	42.0
CC1(C)CSC(=S)N1	96.8
FC(F)(F)c1cccc(COCCN2CCN(Cc3cccc(C(F)(F)F)c3)CC2)c1	87.6
O=C1CC2OCC=C3CN4CCC56c7ccccc7N1C5C2C3CC46 (configuration not stated)	97.5
CCCCNC(=O)c1c(C)[nH]c(/C=C/C(=O)c2ccc(C(F)(F)F)c(F)c2)c1C	96.8
COc1ccc2nc(OC)c(-c3nc4c(cnn4-c4ccccc4)c(=O)[nH]3)cc2c1	93.4
O=C1CCSc2c1ccc1ccccc21	93.8
NC(=O)C1(Nc2ccccc2Cl)CCCC1	113.2&105.0
CCCCCC(=O)Oc1ccc(/C(=C(\C)c2ccccc2)c2ccc(OCCN(CC)CC)cc2)cc1	33.9
CCC(=O)c1ccc(Cl)cc1	87.9
OCC(O)COc1ccc(Cl)cc1 (configuration not stated)	105.2
NS(=O)(=O)c1cccc(Nc2nc(SCC(=O)c3ccc(Br)cc3)nc3c2CCCC3)c1	112.7
CCOc1ccc2ccccc2c1C(Cc1ccccc1)NC (configuration not stated)	108.6
COc1ccc2cc(C(C)C(=O)Nc3ccc(S(=O)(=O)N=C(N)N)cc3)ccc2c1 (configuration not stated)	116.5
Clc1ccc2nc(C(Cl)(Cl)Cl)[nH]c2c1	129.9
CSc1nc(N)c2[nH]cnc2n1	103.3
Fc1ccc(NC(c2ccc(OC(F)F)c(OC3CC3)c2)c2nnnn2C2CCCCC2)cc1 (configuration not stated)	98.7

Next section
Compound	HL-60(TB)
Cc1ccnc(NC(c2cccc(OCc3ccccc3)c2)c2ccc3cccnc3c2O)c1 (configuration not stated)	114.8
COC(=O)C(N)Cc1cnc[nH]1 (configuration not stated)	119.4
Cc1nc(O)c(C)c(=O)[nH]1	94.3
C=CCC(O)c1ccc2c(c1)OCO2 (configuration not stated)	97.3
O=C(C=P(c1ccccc1)(c1ccccc1)c1ccccc1)CCl	-39.8*
CCOC(=O)C1=C(N)Oc2c(ccc3ccccc23)C1c1ccccc1 (configuration not stated)	98.0
O=C1/C(=C\c2ccc3ccccc3c2)Sc2ccc(Cl)cc21	107.4
S=C(S)OCCSc1nnc(SCCOC(=S)S)s1	93.9
O=C(O)C(Cc1ccccc1)N1C(=O)C=CC1=O (configuration not stated)	106.1
CSc1nc(N)c(CNc2ccccc2)c(=O)n1C	95.9

An excerpt. The share of hits here may be higher or lower than overall.
